FBW7 activator = activators of human E3 ligase FBW7; Q969H0; AlphaScreen FBW7–phospho-cyclin E peptide binding, activator screen; normalized activity (activation), % at 26.1 µM; 650,000 compounds, 0.13% hits; in the data active = normalized activity above about 1.9%;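 note: purified mutant Fbw7 with reduced substrate affinity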
GPR151 ag = activates the human receptor GPR151; 650,000 compounds, 1% hits; PathHunter beta-arrestin GPR151 cells, luminescence; activation, % at 11.2 µM; Q8TDV0; in the data active = activation above about 4.9%;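 note: 0% = median of compound wells and 100% = cells with positive control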
Target sequence (Q8TDV0 whole entry, looked up): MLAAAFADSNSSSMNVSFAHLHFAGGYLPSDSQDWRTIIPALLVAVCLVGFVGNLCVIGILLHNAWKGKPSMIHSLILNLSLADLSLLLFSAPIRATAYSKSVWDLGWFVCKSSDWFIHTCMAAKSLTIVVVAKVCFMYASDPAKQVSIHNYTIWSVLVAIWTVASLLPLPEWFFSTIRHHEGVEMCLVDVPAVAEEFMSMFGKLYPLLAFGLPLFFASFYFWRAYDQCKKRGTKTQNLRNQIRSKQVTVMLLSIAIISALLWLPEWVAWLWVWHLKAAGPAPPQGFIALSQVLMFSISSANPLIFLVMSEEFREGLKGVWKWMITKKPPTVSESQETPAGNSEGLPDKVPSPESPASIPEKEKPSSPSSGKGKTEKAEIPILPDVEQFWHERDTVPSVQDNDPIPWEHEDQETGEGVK
TEAD-YAP inh = TEAD-YAP interaction inhibition | 640,000 compounds, 1.4% hits | HEK-TIYL cells, TEAD-Gal4/YAP UAS-luciferase luminescence | inhibition, % at 9.12 µM; in the data active = inhibition above about 32%;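 note: 0% = median of test compound wells and 100% = reference inhibitor wells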
MITF inh = blocks human microphthalmia-associated transcription factor. O75030. AlphaScreen MITF homodimerization, bead proximity signal. inhibition, % at 2.6 µM. 650,000 compounds, 0.91% hits; in the data active = inhibition above about 50%;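 note: 0% = vehicle wells with protein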
Target sequence (O75030 whole entry, looked up): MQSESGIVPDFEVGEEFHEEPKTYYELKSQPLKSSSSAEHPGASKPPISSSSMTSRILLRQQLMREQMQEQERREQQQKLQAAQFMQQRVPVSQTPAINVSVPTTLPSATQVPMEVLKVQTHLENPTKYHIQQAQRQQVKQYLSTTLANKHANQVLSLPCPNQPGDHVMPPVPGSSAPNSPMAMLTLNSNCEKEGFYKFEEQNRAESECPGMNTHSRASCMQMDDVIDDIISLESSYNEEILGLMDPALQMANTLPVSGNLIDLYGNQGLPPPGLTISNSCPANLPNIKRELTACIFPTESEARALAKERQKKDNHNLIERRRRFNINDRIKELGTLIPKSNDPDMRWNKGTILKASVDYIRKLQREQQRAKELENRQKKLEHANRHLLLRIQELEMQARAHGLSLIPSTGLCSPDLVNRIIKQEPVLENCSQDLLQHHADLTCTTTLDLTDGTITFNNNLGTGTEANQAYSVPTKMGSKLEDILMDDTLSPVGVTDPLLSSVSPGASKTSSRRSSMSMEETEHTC
An asterisk follows results filed as active. No enrichment for hits (roughly 3.4% active in at least one column).

SMILES	FBW7 activator	GPR151 ag	TEAD-YAP inh	MITF inh
Cc1cc2c(c(=S)[nH]1)C(=O)O/C2=C\c1cc([N+](=O)[O-])ccc1O	-0.1	1.3	-7	-7
CCOC(=O)N1CCC(NC(=O)c2cnn3c2NC(c2ccc(OC)c(OC)c2)CC3C(F)(F)F)CC1 (configuration not stated)	0.1	1.1	2	11
CCCC(=O)N(c1ccc(C)c(C)c1)C1C=CS(=O)(=O)C1 (configuration not stated)	0.0	0.0	7	-1
O=C(c1ccc(N2CCC(NCc3ccc4c(c3)OCO4)CC2)cc1)N1CCCC(O)C1 (configuration not stated)	0.1	-0.5	-5	12
COc1cc(C2=NOC(C(=O)Nc3ccc4c(c3)OCO4)C2)cc(OC)c1OC (configuration not stated)	-0.1	-0.6	-1	14
COc1ccc(N2C(=O)CC2(/C=C/c2ccccc2OC)C(=O)NC2CCCC2)cc1 (configuration not stated)	0.0	0.2	20	-8
CC(C(=O)NC1CCCCC1)N(C(=O)c1snc(C(N)=O)c1N)C1CCCCC1 (configuration not stated)	-0.1	0.0	5	11
CSCC[C@H](NC(C)=O)C(=O)N1CCC(c2[nH]ncc2Cc2ccccc2)CC1	-0.1	0.2	3	3
CC(C)c1ccc(NS(=O)(=O)c2cc3c4c(c2)CC(=O)N4CCC3)cc1	0.0	2.9	3	5
Cc1nc(NCc2ccc(F)cc2F)sc1-c1ccn(CCO)n1	0.3	1.8	3	8
COc1cc(NC(=O)c2c(C)nn(-c3ccccc3)c2Cl)c(OC)cc1Cl	-0.1	-0.6	1	0
O=C(N/N=C/c1cc2c(cc1Br)OCO2)C1CC1c1ccccc1 (configuration not stated)	0.1	0.5	7	11

Only GPR151 ag and MITF inh, for some of the entries so far:
Structure | GPR151 ag | MITF inh
CC(C(=O)NC1CCCCC1)N(C(=O)c1snc(C(N)=O)c1N)C1CCCCC1 (configuration not stated) | 0.0 | 11
CSCC[C@H](NC(C)=O)C(=O)N1CCC(c2[nH]ncc2Cc2ccccc2)CC1 | 0.2 | 3

The listing continues:
SMILES	FBW7 activator	GPR151 ag	TEAD-YAP inh	MITF inh
O=C(Nc1nc2ccc(S(=O)(=O)N3CCCC3)cc2s1)C1CCCO1 (configuration not stated)	0.0	1.1	12	7
COc1cc(CNc2nccn3c(-c4ccccc4)cnc23)cc(OC)c1OC	0.1	0.5	5	21
CC(C)C[C@H]1NC(=O)[C@H]2CN(CC3CC3)CCN2C1=O	-0.1	-1.1	4	-4
Cc1cc(C)cc(NC(=O)Cn2c(=O)n(C(C)C)c(=O)c3oc4ccccc4c32)c1	0.0	0.0	-16	4
O=C1CCCC(O)=C1N=Nc1cccc(S(=O)(=O)N2CCOCC2)c1	0.0	-1.9	-8	0
COc1cccc(Nc2nnc(Cc3cccnc3)c3ccccc23)c1	-0.1	1.4	3	-2
O=C(c1ccccc1Cl)N1CCc2c([nH]c3ccccc23)C1c1ccc2c(c1)OCO2 (configuration not stated)	0.1	0.6	8	-11
NNC(=O)/C(=C/c1ccc2c(c1)OCO2)NC(=O)c1ccco1	-0.4	1.1	18	-2
COc1ccc(C2=NN(c3nc(-c4ccccc4)c4cc(Br)ccc4n3)C(c3cccc([N+](=O)[O-])c3)C2)cc1 (configuration not stated)	0.5	0.4	3	5
CCOc1ccc(C(=O)Nc2c3c(nn2-c2ccc(Cl)cc2)CS(=O)(=O)C3)cc1OCC	0.0	-0.4	0	-1
CCOC(=O)C1CCCN(C2CC(=O)N(c3ccc(OC)cc3)C2=O)C1 (configuration not stated)	-0.1	2.4	10	-5
O=C(CCSc1nnc2scc(-c3ccc(Cl)cc3)n12)NCCc1ccccc1	0.1	0.6	1	-2
CCOC(=O)c1c(NC(=O)CSc2nnc(CNC(=O)c3ccc([N+](=O)[O-])cc3)n2C2CCCCC2)sc2c1CCCC2	0.0	-0.1	-8	8
COc1ccc(OC(=O)c2ccc(N(C)S(=O)(=O)c3ccccc3)cc2)cc1	0.0	-1.3	0	5
CCOC(=O)Cn1c(-c2nonc2NC(=O)CC)nc2ccccc21	-0.1	-1.7	-4	-5
Cc1oc(/C=N/NC(=O)c2cccc([N+](=O)[O-])c2)cc1Br	-0.1	-0.1	-5	-6
CCCC(=O)C1=C(c2ccccc2)N(C(=O)CCC)n2c(C)nnc2S1	-1.1	-0.7	12	12
CNC(=O)c1c(NC(=O)C(c2ccccc2)c2ccccc2)sc2c1CCN(C(=O)OC)C2	-0.1	0.4	16	-1
Cc1ccc(C)c(S(=O)(=O)N2CCCC2CNC(=O)C(=O)Nc2cccc(C)c2C)c1 (configuration not stated)	0.0	0.2	-12	-2
CC1CCC(N=CC2=C(O)CC(C)(C)CC2=O)CC1 (configuration not stated)	0.1	-0.2	4	18
Cc1ccc(NC(=O)c2nc3ncccn3n2)cc1	-0.3	4.6	-44	10
Cc1ccc(N(C(C)C(=O)N2CCCCCC2)S(C)(=O)=O)cc1 (configuration not stated)	-0.1	-1.6	-2	8
COc1ccc2[nH]cc(CC3C(=O)N(C)C(=O)N(C)C3=O)c2c1	-0.1	-2.1	4	-10
Cc1ccc(S(=O)(=O)NCC(=O)OCCOc2ccccc2F)cc1	0.1	1.1	-1	-2

Exported field by field: part of the list above.
structure: COc1cccc(Nc2nnc(Cc3cccnc3)c3ccccc23)c1
  FBW7 activator: -0.1
  GPR151 ag: 1.4
  TEAD-YAP inh: 3
  MITF inh: -2

structure: O=C(c1ccccc1Cl)N1CCc2c([nH]c3ccccc23)C1c1ccc2c(c1)OCO2 (configuration not stated)
  FBW7 activator: 0.1
  GPR151 ag: 0.6
  TEAD-YAP inh: 8
  MITF inh: -11

structure: NNC(=O)/C(=C/c1ccc2c(c1)OCO2)NC(=O)c1ccco1
  FBW7 activator: -0.4
  GPR151 ag: 1.1
  TEAD-YAP inh: 18
  MITF inh: -2

structure: COc1ccc(C2=NN(c3nc(-c4ccccc4)c4cc(Br)ccc4n3)C(c3cccc([N+](=O)[O-])c3)C2)cc1 (configuration not stated)
  FBW7 activator: 0.5
  GPR151 ag: 0.4
  TEAD-YAP inh: 3
  MITF inh: 5

Later entries:
SMILES	FBW7 activator	GPR151 ag	TEAD-YAP inh	MITF inh
CCCCC(=O)Nc1ccc(NC(=O)COc2ccc([N+](=O)[O-])cc2)cc1OC	0.6	-1.6	1	16
O=C(Nc1ccccc1)NC1CCN(Cc2nnnn2C2CCCCC2)CC1	0.0	0.5	2	-8
CCc1cccc(NC(=O)c2cnc(SC)nc2C)c1	0.1	4.4	-14	15
COc1ccc(C2CC(c3ccc(F)cc3)n3nc(N)nc3N2)cc1 (configuration not stated)	-0.1	0.4	10	12
CC(=O)Nc1cc(C)c2c(=O)oc3ccccc3c2n1	0.2	-0.4	8	3
CCN(CC)c1ccc(NC(=O)Cc2ccccc2)c(C)c1	-0.1	-0.7	6	-23
Cc1[nH]cnc1-c1ccccc1	0.1	-0.2	7	12
CCOC(=O)COc1ccc2c(-c3ccccc3)cc(=O)oc2c1	0.1	-0.9	9	3
O=C(NC1CCCCCC1)c1cccn2c(=O)c3ccccc3nc12	0.7	-1.4	1	-10
O=C(Nc1ccc(F)c([N+](=O)[O-])c1)c1cccc(F)c1	0.0	-0.1	12	-2
COc1cc(C(=O)NCC#N)cc(OC)c1OC	0.1	1.1	2	0
O=C(Nc1ccc(Br)cn1)c1cc(I)ccc1Cl	0.0	1.9	26	4
COc1cc(/C=C2/C(=O)N(c3ccc(Cl)c(Cl)c3)N=C2C)cc(OC)c1OC	-0.2	1.2	0	4
CCOc1cc(/C=N/NC(=O)C2COc3ccccc3O2)cc(Cl)c1O (configuration not stated)	0.0	4.0	12	9
Cc1cc(C)n2nc3nc(N4CCCC4)nc(-c4ccccc4)c3c2n1	0.0	-1.0	-8	0
Cc1ccc(OCC(=O)Nc2ccc(-c3nc4ccccc4o3)cc2)cc1C	-0.2	0.7	-9	5
O=c1/c(=C/c2ccc(-c3cc([N+](=O)[O-])ccc3Cl)o2)sc2nc3ccccc3n12	0.2	1.0	0	14
COc1cc(Cn2cnnn2)ccc1O	-0.3	1.1	-15	-7
O=C(O)/C(=C\c1cccc([N+](=O)[O-])c1)c1ccc(S(=O)(=O)N2CCCCC2)s1	-0.1	-0.2	1	7
O=C(Nc1cnc2ccccc2c1)C12CC3CC(CC(C3)C1)C2	0.1	-0.7	-26	8
CC1(C)CC(=O)C2=C(C1)Nc1ccccc1N(C(=O)c1ccccc1)C2c1ccc(C#N)cc1 (configuration not stated)	-0.2	-0.5	5	-5
C=CCNc1nc2ccccc2n2ccnc12	-0.1	-0.6	-10	-2
O=C(CCc1ccco1)N1CCc2nnc(Cc3ccccc3)n2CC1	-0.1	4.2	-4	4
COc1ccc(C(=O)Oc2ccc(/C=N/NC(=O)c3ccccc3OC)cc2[N+](=O)[O-])cc1	0.0	1.1	3	3
c1ccc(CCn2nc(-c3ccnc(Nc4ccc(N5CCOCC5)cc4)c3)cc2Nc2ccccc2)cc1	-0.7	-0.7	5	13
CCc1ccccc1-n1c(C)cn2c3c(=O)n(CC(=O)OC)c(=O)n(C)c3nc12	0.0	-0.8	4	-3
N#Cc1ccccc1NC(=O)c1ccc(S(=O)(=O)N2CCCCC2)cc1	0.4	-2.0	-11	6
CCn1nccc1C(=O)Nc1ccc2c(c1)OCO2	0.1	-6.6	-33	-4
COc1ccc(/C=N/OCC(=O)N2CCOCC2)cc1	0.1	1.0	-25	-4
CC(C)n1ccc(C(=O)Nc2ccc3c(c2)Cc2ccccc2-3)n1	-0.1	1.2	-44	4
c1cc(Nc2nc(NCCN3CCOCC3)c3ncn(-c4ccsc4)c3n2)ncn1	0.2	-0.1	37*	11
S=c1c2ccccc2c(-c2ccc(Br)cc2)nn1-c1ccccc1	-0.4	-2.2	-7	3
Cc1cccc(OCC(=O)N2CCN(c3ccc(F)cc3)CC2)c1	-0.4	2.6	3	5
N#Cc1cc([N+](=O)[O-])cnc1N(CCO)CCO	0.2	0.1	14	-11
C=CCn1c(SCC(=O)NCCN2CCOCC2)nc2sc(C)c(C)c2c1=O	0.0	1.0	2	-3
Cc1c(Cl)cccc1NC(=O)c1cc(S(=O)(=O)NC(c2ccccc2)c2ccccc2)ccc1F	-0.1	3.5	-2	13
Cc1cccc(C(=O)N2CCN3C(=O)[C@H](Cc4ccccc4)N(C)C(=O)[C@H]3C2)c1	-0.1	1.4	3	6
N#CC1=C(N)Oc2n[nH]c(C(F)(F)F)c2C1c1ccco1 (configuration not stated)	-0.1	-1.2	-8	11
O=C(/C=C/c1ccccc1Cl)N1CCCCCC1	-0.1	0.5	-18	7
CCc1c(C)sc(NC(=O)c2c(-c3c(F)cccc3Cl)noc2C)c1C(N)=O	-0.1	0.3	15	10
CCOC(=O)c1c(NC(=O)COc2cccc(Br)c2)sc2c1CCC(C)C2 (configuration not stated)	0.3	-0.4	8	7
CN1CCN(C(c2ccc(Cl)cc2)c2nnnn2Cc2ccco2)CC1 (configuration not stated)	0.4	-0.3	0	9
COc1cccc(C(=O)NC(=S)Nc2cccc(C(=O)O)c2)c1	-0.1	1.2	31	-15
Cc1ccccc1OCc1nnc(SCC(N)=O)n1Cc1ccco1	0.0	-1.4	-7	4
COc1cc(Br)ccc1OCC(=O)N/N=C(\C)c1ccc(Cl)cc1	0.2	-0.3	-9	7
CCN(CC)C(=O)CSc1nnc(-c2cccnc2)n1C	-0.1	-0.7	-8	6
CCOC(=O)Cc1nnc2c(Nc3ccccc3F)nc3nonc3n12	0.0	0.4	12	-11
COc1ccc2oc(=O)c(C(=O)N3CCc4ccccc4C3)cc2c1	0.2	0.4	2	-3
CCCCOC(=O)c1cccc(NC(=S)NC(=O)c2ccc(C)cc2)c1	0.2	-0.3	-11	0
O=C1c2nccnc2C(=O)N1c1cc(F)ccc1F	-0.1	1.8	-2	-1
CC(C)N(C(=O)COc1ncc(Cl)cn1)c1ccccc1Cl	0.1	0.8	6	-8
Cc1ccc(C(=O)NCc2ccco2)cc1[N+](=O)[O-]	0.0	0.2	-2	-3
CCN(CC1CCCO1)C(=O)c1ccc(OC2CCN(Cc3ccccn3)CC2)cc1 (configuration not stated)	-0.1	-1.5	6	-5
CCOC(=O)c1c(NC(=O)c2cc(Cl)ccc2OC)sc(C)c1C	0.8	-0.7	-2	16
Cc1ccc2nc3nc(NCC4CCCO4)c(C(=O)NCc4ccccc4)cc3c(=O)n2c1 (configuration not stated)	-0.1	-0.7	4	-6
Cc1cccc(C(=O)Nc2sc3c(c2C(=O)Nc2ccccc2)CCC3)c1	-0.1	1.6	4	-8
CCOC(=O)C1=C(C)Nc2ncnn2C1c1ccccc1Cl (configuration not stated)	1.1	-1.1	2	12
COc1ccc(-c2c(C)oc3c(C)c(OC)ccc3c2=O)cc1	0.1	-1.3	-73	6
CC(C)C(=O)N=C1c2ccccc2CN1c1ccc(C#N)cc1	0.3	-5.2	-55	6
Cc1nnc2ccc(-c3cccc(NC(=O)c4cccc(Br)c4)c3)nn12	0.3	-2.1	22	8

(list continues)
SMILES	FBW7 activator	GPR151 ag	TEAD-YAP inh	MITF inh
CCCCCn1c(NN=C2CCCC2)nc2c1c(=O)[nH]c(=O)n2C	-0.1	-0.7	-8	-12
CCCCc1nc(Cl)c(CN2CCc3nc(C)[nH]c(=O)c3C2)[nH]1	-0.1	0.0	1	-1
COc1ccccc1C(=O)NCCC(=O)O	-0.1	0.9	-2	5
S=C(Nc1ccc(Oc2ccccc2)cc1)N(CCCN1CCOCC1)Cc1cccnc1	-0.1	-1.2	-24	-8
COc1ccc(C2=NN3C(C2)c2ccccc2OC3c2ccc(C(C)(C)C)cc2)cc1 (configuration not stated)	0.0	1.9	-62	-1

From PubChem BioAssay
